# C2C12 statin: suppressors of statin myotoxicity in C2C12 myotubes, primary screen, cell-based, single point, plate reader; C2C12 myotubes + simvastatin, ATP luminescence, 48 h; scaled: DMSO 0, geranylgeraniol control 100; rescue of ATP level, % at 7.49 µM; 330,000 compounds, 0.78% hits;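 active = mean ATP rescue above about 67%, or every replicate alone reaching that limit, limit read from the data, passing the limit was not always enough; inconclusive = no clear call, values can overlap the other calls; inactive = mean under the limit and some replicate under it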;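 also: myotubes were challenged with 10 µM simvastatin during compound exposure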
# PglD DTNB: C. jejuni PglD acetyltransferase inhibitors, primary screen, biochemical, DTNB colorimetric, single point | purified PglD enzyme, DTNB colorimetric CoA detection | inhibition, % at 12.5 µM | 360,000 compounds, 0.098% hits; in the data active = inhibition above about 16%, passing the limit was not always enough; inconclusive = no clear call, values can overlap the other calls; also: strong numbers were not always called active
# E-sel inducer: E-selectin induction in HUVECs, primary screen, imaging, HUVEC, immunofluorescence imaging, single point | P16581 | normalized: neutral wells 0, TNF-alpha wells 100 | activation, % at 7.58 µM | 260,000 compounds, 0.37% hits;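 active = mean E-selectin-positive cell signal at least 10% of the positive control, reached in at least 60% of replicates, without over 20% cell loss; inconclusive = no rule given, readout overlaps actives, possibly toxicity-flagged; inactive = the rest, including those meeting only one limit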;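 also: in these data hits start at about 27%; measured in HUVEC primary endothelial cells; signal is the percent of cells scored E-selectin positive by PE staining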
# Target sequence (P16581 whole entry, looked up): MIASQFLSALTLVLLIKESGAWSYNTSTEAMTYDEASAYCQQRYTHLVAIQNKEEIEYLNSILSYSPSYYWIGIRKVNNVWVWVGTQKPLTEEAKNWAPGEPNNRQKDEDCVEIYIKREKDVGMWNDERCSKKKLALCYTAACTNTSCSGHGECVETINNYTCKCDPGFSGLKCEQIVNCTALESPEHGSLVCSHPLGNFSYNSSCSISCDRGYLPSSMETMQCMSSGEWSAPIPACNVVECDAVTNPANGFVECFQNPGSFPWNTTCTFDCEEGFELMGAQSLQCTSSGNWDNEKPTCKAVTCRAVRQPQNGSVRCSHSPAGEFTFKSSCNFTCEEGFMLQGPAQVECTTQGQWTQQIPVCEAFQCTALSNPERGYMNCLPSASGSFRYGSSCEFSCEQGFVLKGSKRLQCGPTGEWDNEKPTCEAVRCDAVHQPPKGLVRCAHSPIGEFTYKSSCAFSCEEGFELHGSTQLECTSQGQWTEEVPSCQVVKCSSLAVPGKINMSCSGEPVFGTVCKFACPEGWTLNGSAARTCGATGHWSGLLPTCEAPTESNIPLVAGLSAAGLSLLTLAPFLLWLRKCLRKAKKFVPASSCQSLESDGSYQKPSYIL
#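 System: HUVEC, human umbilical vein endothelial cells; quantity: 3,000 cells/well; buffer or medium: EGM-2 medium, gelatin-coated wells; dosing: single-point compound dose; detection: immunofluorescence imaging; evaluation: % PE-positive cells; benchmarks: TNF-alpha, DMSO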
# SIRT5 inh: SIRT5 desuccinylase inhibitors, primary screen, biochemical, fluorescence imaging, single point, set 5 | NAD-dependent protein deacylase sirtuin-5, mitochondrial (Homo sapiens), Q9NXA8 | 330,000 compounds, 1.1% hits | Purified SirT5, succinyl-peptide AMC, trypsin-coupled fluorescence | inhibition, % at 15 µM; in the data active = inhibition above about 15%; inconclusive = no clear call, values can overlap the other calls
# Target sequence (Q9NXA8 whole entry, looked up): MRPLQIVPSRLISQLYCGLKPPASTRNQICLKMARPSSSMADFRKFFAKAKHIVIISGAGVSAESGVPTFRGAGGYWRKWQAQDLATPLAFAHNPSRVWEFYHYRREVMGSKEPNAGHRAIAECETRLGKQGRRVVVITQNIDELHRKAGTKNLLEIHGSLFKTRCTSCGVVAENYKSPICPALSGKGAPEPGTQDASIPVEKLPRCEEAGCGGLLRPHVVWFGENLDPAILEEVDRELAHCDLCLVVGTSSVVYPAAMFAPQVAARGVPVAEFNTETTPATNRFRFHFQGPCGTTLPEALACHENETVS
# S100A4 MyoIIA: inhibitors of S100A4-myosin IIA peptide binding, primary screen, biochemical, fluorescence polarization, TAMRA-MyoIIA peptide; inhibition, % at 10.7 µM; 360,000 compounds, 0.14% hits; AID 652163, 2013;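 active = mean inhibition of at least 70% across replicates, with every replicate also reaching that level; inconclusive = mean inhibition reaches 70% but some replicates fall short; inactive = mean inhibition below 70%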
# Target sequence (P26447 whole entry, looked up): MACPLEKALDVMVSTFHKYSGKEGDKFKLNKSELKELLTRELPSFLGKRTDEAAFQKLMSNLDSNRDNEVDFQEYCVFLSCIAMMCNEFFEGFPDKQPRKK
#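 Material: S100A4 monomer protein | Medium: HEPES pH 7.2 with CaCl2, KCl, NaCl, DTT, Triton | Reagent: Labelled myosin peptide probe, 5 nM | Doses: One dose per compound | Times: 5 min incubation before reading | Benchmarks: Neutral control DMSO, positive control TFP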
# ERp5 block: inhibitors of ERp5-driven insulin aggregation, primary screen, biochemical, turbidity, absorbance 650 nm, single point | AID 651711, 2012 | 350,000 compounds, 0.05% hits | inhibition, % at 9.99 µM | 90 min;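 active = mean replicate inhibition above about 25%, with every replicate also reaching it, limit read from the data, passing the limit was not always enough; inconclusive = only one of those two criteria met; inactive = neither criterion met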
# DENV2 CPE: inhibitors of DENV2 cytopathic effect, primary screen, cell-based, plate reader, single concentration | DENV2-infected cells, cytopathic effect rescue | CPE inhibition, % at 9.99 µM | 350,000 compounds, 1.7% hits | AID 651640, 2012; in the data active = CPE inhibition above about 20%, passing the limit was not always enough; inconclusive = no clear call, values can overlap the other calls; tested in BHK-21 cells;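 also: 0% = median of neutral control wells and 100% = median of positive control wells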
# * hit, by the source's call; u = inconclusive; x = not tested or not shown.
Structure	C2C12 statin	PglD DTNB	E-sel inducer	SIRT5 inh	S100A4 MyoIIA	ERp5 block	DENV2 CPE
Cc1[nH]c2ccccc2c1SCCN	-7.8	1.0	x	1.4	1.8	-0.8	-12.9
COc1cc([N+](=O)[O-])ccc1NC(=O)N1CCCCCC1	x	-7.9	-0.4	-3.3	-1.4	0.7	-2.3
CN(C)C1=NC[C@H](Cc2ccccc2)N1CCC1CCCC1	-55.3	7.0	0.0	-3.6	-1.4	-2.4	6.9
COCCn1ccc2c(OCC(=O)Nc3cccc(NC(C)=O)c3)cccc2c1=O	4.5	0.4	0.0	-2.6	-9.3	3.3	13.5
CCOC(=O)c1csc(NC(=O)CSc2nnnn2-c2ccc(OCC)cc2)n1	-7.9	1.6	x	-2.2	7.8	-4.2	-3.1
COCC#Cc1ccc([C@@H]2[C@@H](CO)N3CCCCN(S(=O)(=O)c4ccccc4F)C[C@@H]23)cc1	13.2	-4.2	x	4.0	5.3	-3.3	21.0*
Cc1ccccc1NC(=O)Nc1ccc2c(c1)C(=O)N(C)[C@@H]1CC[C@H](CC(=O)O)O[C@H]1CO2	-17.5	-1.9	0.0	x	x	x	1.1
CC(C)CN1CCN(Cc2cccn2-c2ccccn2)CC1CCO (stereo not given)	-1.6	-6.5	x	0.5	-13.9	5.9	-2.2
C[C@H](CO)N1C[C@H](C)[C@H](CN(C)C(=O)C2CCCCC2)Oc2cc(-c3cccnc3)ccc2S1(=O)=O	5.9	-3.1	0.4	-0.4	3.4	-6.8	-5.9
CC(=O)c1ccccc1Oc1cc(NN2CCCCC2)c([N+](=O)[O-])cc1[N+](=O)[O-]	-5.5	5.1	-0.1	0.5	-5.1	-4.9	-11.5
COc1ccc(C2C(C#N)=C(N)N(c3ccccc3C#N)C3=C2C(=O)CCC3)cc1CN1CCCC1 (stereo not given)	x	x	-2.4	5.4	1.0	-0.5	1.8
CC(C(=O)N1CCc2ccccc21)N(C)CC(=O)Nc1cccc(F)c1 (stereo not given)	3.7	1.9	2.6	-2.8	1.6	2.3	-2.2
CCC(CC)N1CCN(Cc2nc3ccc([N+](=O)[O-])cc3c(=O)n2-c2ccccc2F)CC1	x	x	2.3	-1.3	3.0	1.1	-1.5
CCCNC(=O)N1CC2(CCN(C(=O)C3CCCCC3)CC2)c2c([nH]c3cc(OC)ccc23)[C@@H]1CO	x	x	-0.1	x	4.9	5.0	-0.7
O=S(=O)(NCCc1ccccn1)c1ccc(-c2ccccn2)s1	12.1	4.3	-0.1	1.5	-10.0	4.6	-3.1
Cc1nn(CC(=O)NCCc2ccc(Cl)cc2Cl)c(C)c1[N+](=O)[O-]	x	x	x	0.2	-4.7	-0.7	x
CC(NC(=O)Cc1ccc(S(=O)(=O)N2CCOCC2)s1)c1ccc(Cl)cc1Cl (stereo not given)	x	2.7	0.0	0.5	0.2	4.5	-3.8
CCC(C(=O)NCCc1ccccc1OC)n1nc(C)c2c(C)n(-c3ccccc3)nc2c1=O (stereo not given)	-4.0	-5.8	-0.8	-0.2	-6.6	4.6	3.2
COc1ccc(C(CNC(=O)COc2ccc(-c3ccccc3)cc2)N2CCOCC2)cc1 (stereo not given)	-36.6	4.5	1.2	-0.4	-1.0	2.1	-2.8
CCC(=O)Nc1ccc2c(c1)C(=O)N(C)C[C@H](OC)[C@H](C)CN[C@@H](C)CO2	-6.8	2.2	-0.2	-12.5	-1.2	1.0	-5.1
COc1ccc(-n2c(COc3ccc4ccccc4c3)nnc2SCC(=O)NCc2ccco2)cc1	14.0	0.6	x	0.3	-1.7	u	-2.3
C/C(CC(=O)Nc1ccc(Cl)cc1)=N\NC(=O)C(=O)N1CCCCC1	x	x	x	-0.3	-1.9	0.1	-5.0
CN1C(=O)c2cc(NC(=O)Cc3ccccc3)ccc2OC[C@H]2O[C@H](CC(=O)O)CC[C@@H]21	21.1	0.2	0.0	-3.7	-8.3	10.8	4.6
O=C(C[C@@H]1CC[C@H]2[C@@H](COC[C@H](O)CN2C(=O)Nc2cccc(Cl)c2)O1)NCCCN1CCOCC1	6.5	-3.8	0.1	-0.1	3.5	-8.5	-1.8
O=C(C[C@H]1CC[C@H]2[C@@H](COC[C@H](O)CN2S(=O)(=O)c2ccccc2)O1)Nc1ccccc1	-4.2	1.2	0.2	-2.9	-8.4	-0.6	-6.7
COC(=O)CCCn1cc(CN2CC(N3CCN(C)CC3)CS2(=O)=O)nn1 (stereo not given)	x	x	-0.1	-2.3	-3.3	0.0	0.6
C[C@H]1CN([C@@H](C)CO)C(=O)CCCn2nncc2CO[C@@H]1CN(C)C(=O)Nc1ccc(F)cc1	-12.0	-3.8	-0.1	1.8	14.6	-0.7	6.3
CCOc1ccc(NC(=O)c2ccc3c(c2)N(C)CCS3)cc1	-12.5	0.2	-0.1	x	2.4	1.4	-1.2
Cc1cc(C)nc(SCCN(C)C)n1	x	x	x	-2.0	-6.0	0.5	1.6
CC1C(=O)N2CCCc3cc(NS(=O)(=O)c4ccc(F)cc4)cc1c32 (stereo not given)	17.8	-2.1	0.2	-3.2	0.0	-1.1	-0.2

# 4 of the entries above in order of the PglD DTNB value, ascending:
compound | PglD DTNB
COc1cc([N+](=O)[O-])ccc1NC(=O)N1CCCCCC1 | -7.9
Cc1ccccc1NC(=O)Nc1ccc2c(c1)C(=O)N(C)[C@@H]1CC[C@H](CC(=O)O)O[C@H]1CO2 | -1.9
CCC(=O)Nc1ccc2c(c1)C(=O)N(C)C[C@H](OC)[C@H](C)CN[C@@H](C)CO2 | 2.2
O=S(=O)(NCCc1ccccn1)c1ccc(-c2ccccn2)s1 | 4.3

# Shown with each value named: entries from further up
> CCC(CC)N1CCN(Cc2nc3ccc([N+](=O)[O-])cc3c(=O)n2-c2ccccc2F)CC1
  C2C12 statin = x
  PglD DTNB = x
  E-sel inducer = 2.3
  SIRT5 inh = -1.3
  S100A4 MyoIIA = 3.0
  ERp5 block = 1.1
  DENV2 CPE = -1.5
> COC(=O)CCCn1cc(CN2CC(N3CCN(C)CC3)CS2(=O)=O)nn1 (stereo not given)
  C2C12 statin = x
  PglD DTNB = x
  E-sel inducer = -0.1
  SIRT5 inh = -2.3
  S100A4 MyoIIA = -3.3
  ERp5 block = 0.0
  DENV2 CPE = 0.6

# More structures follow:
Structure	C2C12 statin	PglD DTNB	E-sel inducer	SIRT5 inh	S100A4 MyoIIA	ERp5 block	DENV2 CPE
CCCS(=O)(=O)C(=C(Nc1ccccc1)Nc1ccccc1)S(=O)(=O)CCC	-0.4	x	x	-4.1	-1.1	7.9	x
Cn1nc(C(=O)OCC(=O)NCc2ccc(Cl)cc2)c2ccccc2c1=O	16.2	-1.6	x	-1.0	0.5	-2.8	-4.2
O=C(c1ccccc1)N1CCN(S(=O)(=O)c2ccccc2)CC1	9.9	x	0.6	-1.5	4.0	-7.3	8.9
CO[C@@H]1CN(C)C(=O)c2ccc(NS(C)(=O)=O)cc2OC[C@@H](C)N(Cc2cncnc2)C[C@H]1C	7.8	3.6	-0.1	-1.4	7.1	5.1	-7.8
N#Cc1ccccc1S(=O)(=O)N1CCC(C(=O)Nc2cccc(C(=O)NC3CC3)c2)CC1	-13.2	3.4	0.5	-1.0	-1.8	-6.0	1.4
COc1ccc(-c2ccc3c(c2)[C@H]2[C@H](CCN2C(=O)C2CCOCC2)[C@@H](CO)N3C)cc1	21.2	0.1	-0.2	x	x	x	-9.4
C[C@@H]1CCCCO[C@@H](CN(C)S(=O)(=O)c2ccccc2)[C@H](C)CN([C@H](C)CO)C(=O)c2cc(NC(=O)c3ccccc3)ccc2O1	x	-0.5	x	2.6	-14.9	-6.6	-8.8
C[C@H](CO)N1C[C@H](C)[C@H](CN(C)C(=O)c2ccc(F)cc2)Oc2ncc(C#C[C@@H](C)O)cc2C1=O	-1.4	1.7	-0.1	3.3	-9.4	15.7	3.1
C[C@@H](NC(=O)C[C@H]1CC[C@@H]2[C@H](COC[C@H](O)CN2C(=O)Nc2cccc(Cl)c2)O1)c1ccccc1	-7.1	-2.1	-0.2	1.3	-3.7	-1.3	15.8
CC(=O)Nc1cc[n+](C(C)C(=O)c2ccccc2)cc1 (stereo not given)	13.9	-22.7	x	-5.3	0.3	6.8	2.2
CC(C)Cc1cc(CN2CCC(CO)(Cc3cccc(C(F)(F)F)c3)CC2)[nH]n1	x	x	6.0	2.1	-3.7	-36.5	1.7
O=C(CC(=O)Nc1ccc(Cl)cc1)N/N=C\c1cccc(F)c1	-3.3	0.8	x	-1.1	-16.5	-5.4	-2.3
O=c1cc(/N=C/c2coc3cc(Br)ccc3c2=O)[nH]c(=S)[nH]1	6.2	-3.3	x	-0.9	-3.1	0.0	2.3
COc1ccc(C(=O)O)cc1F	4.0	0.4	x	x	0.5	x	x
Cc1cc(=O)[nH]c2nnc(-c3ccc(Cl)cc3)n12	1.2	-0.8	2.8	-1.5	2.2	-6.0	3.3
Cc1ccc(NC(=O)CN2C(=O)N/C(=C/c3cc(C)n(-c4cccc(C(=O)O)c4)c3C)C2=O)cc1	x	x	x	19.2*	-6.8	2.1	5.8
O=C(COc1ccccc1[N+](=O)[O-])Nc1ccc2c(c1)CCC2	9.9	x	0.2	-2.2	-2.8	2.1	-2.6
CC(=O)Nc1cccc(OCCCNS(=O)(=O)c2ccc(F)cc2)c1	11.9	x	2.1	-1.3	-2.9	2.0	-0.3
CCOC1=C2[C@@H](CN(S(=O)(=O)c3ccc(C)cc3)[C@H]2c2cccc3ccccc23)[C@H]2C(=O)NC(=O)[C@H]2C1	-15.0	-3.3	-0.2	-3.7	4.1	5.6	8.5
CCc1ccccc1OCCCN1CCCC1	17.3	x	x	3.8	-2.4	5.5	3.8
COc1cccc(NC(=O)N[C@H]2C=C[C@@H](CC(=O)NCc3ccccn3)O[C@H]2CO)c1	2.4	-1.7	1.0	5.3	2.4	-1.7	-1.4
CC(C)NC(=O)Nc1ccc2c(c1)C(=O)N(C)[C@@H]1CC[C@@H](CC(=O)NCc3ccc(F)cc3)O[C@H]1CO2	10.2	2.0	-0.2	7.9	0.5	0.4	10.4
CCOC(=O)Cc1c[nH]c(=S)[nH]c1=O	x	x	x	-1.7	-0.8	1.3	4.5
CCOc1ccccc1NC(=O)C1CCCCN1S(=O)(=O)c1ccccc1 (stereo not given)	-6.1	1.6	x	-1.2	4.5	2.7	-9.4
COc1ccc(-n2nc(C(=O)NCC(=O)NCCCN3CCOCC3)c3ccccc3c2=O)cc1Cl	-4.9	-0.6	0.5	0.1	3.8	1.4	5.8
Cc1cc(Nc2ccccc2)nc(NCc2ccccc2)n1	x	x	1.7	-6.1	-3.5	-2.9	-0.7
CC(C)CC#Cc1cnc2c(c1)C(=O)N([C@@H](C)CO)C[C@@H](C)[C@H](CN(C)C(=O)CCN1CCCCC1)O2	-28.1	-6.0	0.0	-0.9	4.1	2.6	-4.5
O=C(C[C@H]1CC[C@@H](NC(=O)C2CC2)[C@H](CO)O1)NCC1CC1	-5.0	3.2	0.1	2.4	-2.8	-4.2	-7.8
CCN(CC)CCC(=O)N1c2ccccc2Sc2ccc(Cl)cc21	-3.8	-2.5	-0.1	-4.7	4.1	-4.6	6.1
Cc1ccc(C(=O)O)cc1NC(=O)Nc1ccc2c(c1)OCO2	2.1	x	x	-0.1	-5.0	-7.6	18.3
COc1ccc(C(=O)NCCc2ccccc2)cc1[N+](=O)[O-]	9.6	-4.5	-2.3	-1.1	-4.8	-4.1	1.8

# Bioassay records from PubChem BioAssay.

# A portion of the library (hit frequency here may not be typical).
